# Growth percent in the NCI-60 one-dose screen (48 h, 10 µM unless noted): 100 = growth as untreated, 0 = no growth, -100 = all killed.
# HL-60(TB): HL-60(TB) leukemia cells. hit rate 9% among 78,000. AID 1794776; active = growth percent below 10
# Numbers without * were called inactive; & = joins results of further samples; [ ] = remark or other dose. The list is partial, so the mix of outcomes need not match the whole.
SMILES,HL-60(TB)
Cc1ccc2oc(=O)c(S(=O)(=O)Nc3ccccc3)c(O)c2c1,102
S=C(Nc1ccccc1)Nc1ccc2ccccc2c1,66
CC(C)(C)c1ccc(NC(=O)Nc2cc(C(F)(F)F)cc(C(F)(F)F)c2)c(-c2nn[nH]n2)c1,96
O=C(Nc1ccccc1C(=O)O)c1ccccc1,107
N#CC(C#N)N=Nc1ccc(C(=O)O)cc1,101
COc1ccccc1N1CCN(C2=CC(=O)C(C)=C(C)C2=O)CC1,113
c1cnc2nc(CSc3nnc4ccccn34)oc2c1,99
O=C1Nc2cnc(Cl)nc2Nc2ccccc21,101
CCCCC[n+]1ccc(SCC(=O)N(C)c2ccc(Cl)cc2)c2ccccc21,118
COc1ccc([C@@H](C[C@H](CCO)c2ccccc2)c2ccc3ccccc3c2)cc1,99
CCOC(=O)c1nn(-c2ccc(S(N)(=O)=O)cc2)c2nc(C)cc(=O)n12,101
Cc1ccc(N)c2ccccc12,19
C=CC(=O)Nc1cccc(Nc2nc(SC)nc(-c3cccc(N)c3)c2C#N)c1,102
N#Cc1c(-c2ccc(F)cc2)nc(N/N=C/c2c[nH]c3ccccc23)nc1N1CCOCC1,2.6*
COc1cc(/C=C/C(=O)c2ccc(NC(=O)CSc3nnc(-c4cc(-c5ccccc5)nc5ccccc45)n3-c3ccccc3)cc2)cc(OC)c1OC,85
O=C1C=C(O)C2=C(CCCC2)C1=O,92
CC(C)=CCC[C@](C)(O)[C@H]1CC[C@]2(C)[C@@H]1CC[C@@H]1[C@@]3(C)Cc4cn(-c5ccccc5)nc4C(C)(C)[C@@H]3CC[C@]12C,73
Cc1ccc(-c2cn(C/C=C3\C=CN(S(=O)(=O)c4ccccc4)CC3)nn2)cc1,105
CC(C)COC(=O)/C=C/c1ccccc1,99
ICI,100

# An excerpt of these results, with bars between the fields.
mol | HL-60(TB)
O=C1Nc2cnc(Cl)nc2Nc2ccccc21 | 101
CCCCC[n+]1ccc(SCC(=O)N(C)c2ccc(Cl)cc2)c2ccccc21 | 118

# (next part)
SMILES,HL-60(TB)
CCCN(CCC)c1ncnc2[nH]ncc12,103
CN1CCN(c2ccc3nc(-c4cc(C(C)(C)C)c(O)c(C(C)(C)C)c4)[nH]c3c2)CC1,69
Cc1ccc(C)c(N2CCN(c3ccncc3N)CC2)c1,68
CN1CCN(c2ccc(-c3cc4c(Nc5ccc(F)c(Cl)c5)ncnn4c3)cc2)CC1,1.7*
CCN(Cc1ccc(CN(CC)C(=O)c2c(-c3ccccc3)noc2C)cc1)C(=O)c1c(-c2ccccc2)noc1C,55
O=C(O)c1cc(S(=O)(=O)Cl)cc(S(=O)(=O)Cl)c1,154
COc1cc(-c2cc(-c3ccc(N(C)C)cc3)nc(N3CCC(O)CC3)c2C#N)cc(OC)c1OC,-24*
COC(=O)[C@]12CC[C@@H](C)[C@H](C)[C@@H]1C1=CC[C@@H]3[C@@]4(C)C(C=O)=C[C@@](C)(COC(=O)c5ccco5)[C@@H]4C(=O)C[C@@]3(C)[C@]1(C)CC2,10
O=C(O)c1ccc2c(c1)OCO2,136
CCOC(=O)CC1CSC(N/N=C/c2cc(OC)c(OC)c(OC)c2)=N1 (stereo unspecified),109
CC(=O)N1CCC23C(=O)CC4C(=CCOC5CC(=O)N(c6ccccc62)C3C54)C1 (stereo unspecified),111
OCCN(CCO)c1ncnc2nc[nH]c12,95
CCOC(=O)c1ccc(NC(=O)C(F)(F)F)cc1,81
CCOC(=O)c1ccc(NC(=S)NC(=O)c2ccc(Cl)c(Cl)c2)cc1,89
COC(=O)/C(Br)=C/c1c[nH]c2ccc(Br)cc12,68
NNC(=O)CC1=NNC(=O)C1,88
CC(C)Cc1ccc(C(=O)CCC(=O)NNc2ccc(S(N)(=O)=O)cc2)cc1,91
O=C1CC(=O)Nc2cccc3cccc(c23)N1,96
COc1cc(/C=C(\C#N)c2ccc([N+](=O)[O-])cc2)ccc1O,74
Cn1c(N)c(N=Nc2ccc(S(=O)(=O)Nc3nccs3)cc2)c(=O)n(C)c1=O,95
COc1ccc(C2C=C(C)N=C3SC(C)=NN32)cc1OC (stereo unspecified),122
ClC1=C(Cl)C(Cl)=C(Cl)C1=C/C=C/c1ccccc1,-46*
O=C(/C=C/c1ccc(Cl)cc1)c1ccc(Nc2nc(N3CCCCC3)nc(N3CCCCC3)n2)cc1,97
O=C(Cn1c(=O)[nH]c2ccccc2c1=O)N1CCCCC1,98
O=C(CNn1c(COc2ccccc2)nc2ccccc2c1=O)Nc1ccccc1,91
CC1=C(C(=O)OCc2ccccc2)C(c2ccc3c(c2)OCO3)NC(=S)N1 (stereo unspecified),56
Cn1c(=O)c2c(nc(Sc3nc(-c4ccc(F)cc4)c(C#N)c(=O)[nH]3)n2Cc2ccc(F)cc2)n(C)c1=O,117
O=[N+]([O-])/C=C\c1ccc(Cl)c(Cl)c1,35
COc1ccc(-c2nc(N)nc3c(=O)[nH]ccc23)cc1,142
N#C/C(=C\c1cc2ccccc2nc1Cl)C(=O)c1c[nH]c2ccccc12,74
Cc1ccc(C(c2ccc(C)c(C)c2)C(O)C2OC(=O)C(O)C2O)cc1C (stereo unspecified),60
COc1cc(-c2cn(-c3ccc(-n4cc(-c5cc(OC)c(OC)c(OC)c5)[nH]c4=O)cc3)c(=O)[nH]2)cc(OC)c1OC,95
O=c1[nH]ccc2c1cnc1ccccc12,100
COC(=O)c1ccc(-c2nc(CSc3nc4ccccc4o3)no2)cc1,118
O=C(CCCCCCN1CC(=O)N2[C@@H](c3ccc(Cl)s3)c3[nH]c4ccccc4c3C[C@H]2C1=O)NO,1.4*
CCCC(C)NC(=O)c1ccc(OCC)cc1 (stereo unspecified),104
O=C1CCC23OC(C(O)c4ccccc4N12)C1C(c2ccccc2)=NOC13 (stereo unspecified),103
Cc1cccc(C)c1[C@H]1C[C@@](C)(O)[C@@H]2CC[C@@H](C)C[C@H]2O1,98
COc1ccc(NC(=O)c2cc(OC)c(OC)c(OC)c2)cc1O,33
O=C(Cn1ccccc1=O)Nc1ccccc1C(=O)c1ccccc1,101
O=C(NC(=S)Nc1cccc2c(O)cccc12)c1cccc(Br)c1,72
C/C=C/[C@H](O)[C@H](O)/C=C\c1cccc(OC)c1CO,83
Cc1cc(C)c(N2C(=O)CC(Sc3ccccc3N)C2=O)c(C)c1 (stereo unspecified),69
COC(=O)/C=C1/SC(=Nc2ccc(C(F)(F)F)cc2)N(CCc2c[nH]c3ccc(O)cc23)C1=O,-33*
Oc1ccc(CSc2nnc(-c3ccc(Oc4ccccc4)cc3)o2)c2cccnc12,19
COC1CC(NC(C)=O)C(OC(=O)c2ccccc2)C(CBr)O1 (stereo unspecified),85
CCOC(=O)c1c(Nc2ccccc2)nn2c(-c3ccc(OC)cc3)ccnc12,77
CNC(=O)c1cc(Oc2ccc3nc(NC(=O)c4ccc5ncccc5c4)sc3c2)ccn1,88
O=C(Nc1ccccc1)Nc1ncnc2c1ncn2-c1cccnc1,104
O=C(CCCl)OCCCl,98

# (listing goes on)
SMILES,HL-60(TB)
O=C(Nc1ccc([N+](=O)[O-])cc1)c1ccc(C(=O)Nc2ccc([N+](=O)[O-])cc2)cc1,118
O=C(COc1cc(Cl)c(Cl)cc1Cl)Nc1cccc(O)c1,99
Cc1cc(Cl)nc(N2CCN(CCNc3ccnc4cc(Cl)ccc34)CC2)n1,28
Cc1ccc(N=Nc2sc(-n3[nH]c(=O)ccc3=O)nc2C)cc1,99
O=C(O)c1cn(C2CC2)c2cc(N3CCN(Cc4c(O)ccc5ccccc45)CC3)c(F)cc2c1=O,72
CCOC(=O)C1CN(C(C)C)C(=O)C1=O (stereo unspecified),97
C[C@@H]1CC[C@H]2[C@@H](C)C(=O)O[C@@H]3O[C@@]4(C)CC[C@@H]1[C@]32OO4,89
Cc1ccc2nc(-c3c(-c4ccc(S(C)(=O)=O)cc4)nc4ccccn34)[nH]c2c1,91
Nc1ncnc2c1C(c1ccc(Cl)cc1)c1sc3c(F)cccc3c1O2 (stereo unspecified),116
CC(=O)CC(=O)Nc1cccc(Cl)c1,103
CNCCCn1c2c(c3ccc([N+](=O)[O-])cc3c1=O)C(=O)c1cc(OC)cnc1-2,-32*
CCC(C)NCc1ccccc1 (stereo unspecified),95
O=C1C(=O)N(c2ccc(Cl)cc2)C(=O)C(=O)C1c1nc2ccccc2s1,110
O=C(N/N=C/c1cccc(C(F)(F)F)c1)c1cc(-c2nc3ccccc3[nH]2)nc2ccccc12,86
CCN(CC)c1cn(-c2ccc(S(N)(=O)=O)cc2)nn1,105
O=C1C(Cl)=C(Nc2ccc3c(c2NC2=C(Cl)C(=O)c4ccccc4C2=O)C(=O)c2ccccc2C3=O)C(=O)c2ccccc21,-8.3*
NC(=O)NC(CCl)NC(N)=O,82
O=C(OCCNC1CCCCC1)c1ccccc1O,114
COc1ccc(Cl)cc1NC(=O)c1cc2c([nH]1)-c1nc(NC(=O)C(C)(C)C)sc1CCC2,76
CCN(CC)CCOc1ccc(CNC(C)CCC2=C(C)CCCC2(C)C)cc1 (stereo unspecified),130
O=Cc1ccc(N=Nc2ccc(C=O)c(S(=O)(=O)O)c2)cc1S(=O)(=O)O,106
C=CC(C)(O)CCC1C(=C)CCC2C(C)(C)CCCC12C (stereo unspecified),82
CCCCCC(C)(O)CCC (stereo unspecified),89
COc1cc(/C=N/n2cnc3oc(-c4ccccc4)cc3c2=N)cc(CN2CCCC2)c1O,65
CC(C)=NNC(=O)CC(=O)NN=C(C)C,99
COc1cc(/C=C/C(=O)c2cc(OC)c(OC)c(OC)c2)ccc1OCc1ccccc1,-9.3*
COc1cccc(C)c1C,109
CCCCN1C(=O)/C(=c2\sc3n(c2=O)C2C(NN=3)N(CC)C(=O)N2CC)c2cc(Cl)ccc21 (stereo unspecified),52
NC(=O)C1(Nc2ccccc2)CCCC1,96
CCOC(=O)c1cc(-c2ccc([N+](=O)[O-])cc2)n(-c2ccc(C(=O)O)c(O)c2)c1C,31

# Given tab-delimited: part of the list above
Compound	HL-60(TB)
Cc1ccc2nc(-c3c(-c4ccc(S(C)(=O)=O)cc4)nc4ccccn34)[nH]c2c1	91
Nc1ncnc2c1C(c1ccc(Cl)cc1)c1sc3c(F)cccc3c1O2 (stereo unspecified)	116
CC(=O)CC(=O)Nc1cccc(Cl)c1	103
CNCCCn1c2c(c3ccc([N+](=O)[O-])cc3c1=O)C(=O)c1cc(OC)cnc1-2	-32*
CCC(C)NCc1ccccc1 (stereo unspecified)	95
O=C1C(=O)N(c2ccc(Cl)cc2)C(=O)C(=O)C1c1nc2ccccc2s1	110
O=C(N/N=C/c1cccc(C(F)(F)F)c1)c1cc(-c2nc3ccccc3[nH]2)nc2ccccc12	86
CCN(CC)c1cn(-c2ccc(S(N)(=O)=O)cc2)nn1	105
O=C1C(Cl)=C(Nc2ccc3c(c2NC2=C(Cl)C(=O)c4ccccc4C2=O)C(=O)c2ccccc2C3=O)C(=O)c2ccccc21	-8.3*
NC(=O)NC(CCl)NC(N)=O	82
O=C(OCCNC1CCCCC1)c1ccccc1O	114
COc1ccc(Cl)cc1NC(=O)c1cc2c([nH]1)-c1nc(NC(=O)C(C)(C)C)sc1CCC2	76
CCN(CC)CCOc1ccc(CNC(C)CCC2=C(C)CCCC2(C)C)cc1 (stereo unspecified)	130
O=Cc1ccc(N=Nc2ccc(C=O)c(S(=O)(=O)O)c2)cc1S(=O)(=O)O	106
C=CC(C)(O)CCC1C(=C)CCC2C(C)(C)CCCC12C (stereo unspecified)	82
CCCCCC(C)(O)CCC (stereo unspecified)	89
COc1cc(/C=N/n2cnc3oc(-c4ccccc4)cc3c2=N)cc(CN2CCCC2)c1O	65
CC(C)=NNC(=O)CC(=O)NN=C(C)C	99
COc1cc(/C=C/C(=O)c2cc(OC)c(OC)c(OC)c2)ccc1OCc1ccccc1	-9.3*
COc1cccc(C)c1C	109

# Continued.
SMILES,HL-60(TB)
[N-]=[N+]=NS(=O)(=O)c1ccccc1[N+](=O)[O-],97
CC(=O)NC(=O)NCN1CCOCC1,116
CN1CCc2c(sc3nc4n(-c5ccc(Cl)cc5)c(=O)c(=O)[nH]n4c(=O)c23)C1,93
CC(C)(C)OC(=O)NNc1ccc2cccc(O)c2n1,87
Nc1ccc(N=Nc2ccc(-c3ccc(N=Nc4c(S(=O)(=O)O)cc5cc(S(=O)(=O)O)c(N=Nc6ccccc6)c(O)c5c4N)cc3)cc2)c(N)c1,84
N/C(=N\OC(=O)CSc1nc2ccccc2s1)c1ccccc1,118
C=C1C(=O)O[C@H]2[C@H]1CC/C(COC(=O)/C=C\C(=O)NCc1ccc(Cn3c(=O)sn(CCCCl)c3=O)cc1)=C\CC[C@@]1(C)O[C@@H]21,11
O=[N+]([O-])c1ccc(-c2ccccc2)c([As](=O)(O)O)c1,52
COC(=O)CC[C@@H]1O[C@@H](c2cccc(C(F)(F)F)c2)C[C@H]1O,102
CC1=CSc2ncnc3ncn1c23,108
CCN(CC)C(=O)/C(C)=C(\C)c1ccccc1,105
COc1cc(NCCCCN=C(N)N)c2ncccc2c1,103
COc1ccc(/C=C(\C#N)n2nnc3cc(NC(=O)c4ccccc4SC)ccc32)cc1,77
Cc1[nH]c(C(=O)Nc2nc3ccc(NC(=O)CCN)cc3s2)c(Cl)c1Cl,84
CCCCCCCCCCCCNC(=S)NCCCCCCCCCCCC,103
COc1ccc(-c2cc3c(SCC(=O)Nc4cc(C(F)(F)F)ccc4Cl)nccn3n2)cc1,110
CC1(C)CC[C@]2(C(=O)O)CC[C@]3(C)[C@H](CC[C@@H]4[C@@]5(C)CCC(=O)C(C)(C)[C@@H]5CC[C@]43C)[C@H]2[C@H]1OC(=O)C(F)(F)F,-23*[100 µM]
c1ccc(N2CCNCC2)cc1 (tested in a mixture with another compound),98&85&99&117
COc1nc(/C=C\Nc2ccc3c(c2)OCCOCCOCCOCCO3)nc(OC)n1,65
Cc1cc2nc(-c3ccccc3Br)n3c(=O)cc(C)n3c2cc1C,103
NC(=O)c1ccc(N=C(N)N=C(N)N)cc1,99
COC(=O)c1c(C)c(C)cc(C)c1C,114
N[C@@H](C[C@H]1CO1)C(=O)O,99[20 µM]
Cc1ccc(C2CC3c4ccccc4C2C2CCCCN32)cc1 (stereo unspecified),53
CCSc1cc(Cl)nc(N)n1,103
CSc1nnc(-c2cc(-c3ccccc3)nc3ccccc23)o1,57
N#CC1=C(N)Oc2c(c(N)nn2-c2ccccc2)C1c1ccc(Cl)cc1Cl (stereo unspecified),97
Cc1cc(O)cc(C)c1Cl,84
O=C(O)c1nc2ccccc2[nH]1,92
COCC(O)CN1CCN(C)CC1 (stereo unspecified),113
Cc1cc(OC(=O)c2c(-c3ccccc3)noc2C)n(-c2ccc(NC(=O)c3c(-c4ccccc4)noc3C)cc2)n1,101
